Screening results deposited in PubChem BioAssay by Johns Hopkins Ion Channel Center.
KCNQ2 inh: KCNQ2 channel blockers in CHO-K1 cells – cell-based, FluxOR thallium flux, B-score, primary screen (AID 2156) | O88943 | 20 min; stronger effect = lower value | B-score at 10 µM | 310,000 tested, 1.1% active;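 active means fluorescence ratio B-score at most minus 3 library SDs, with starting brightness B-score within 2 library SDs, cut at about -5.5 in these data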
Target sequence (O88943 whole entry, looked up): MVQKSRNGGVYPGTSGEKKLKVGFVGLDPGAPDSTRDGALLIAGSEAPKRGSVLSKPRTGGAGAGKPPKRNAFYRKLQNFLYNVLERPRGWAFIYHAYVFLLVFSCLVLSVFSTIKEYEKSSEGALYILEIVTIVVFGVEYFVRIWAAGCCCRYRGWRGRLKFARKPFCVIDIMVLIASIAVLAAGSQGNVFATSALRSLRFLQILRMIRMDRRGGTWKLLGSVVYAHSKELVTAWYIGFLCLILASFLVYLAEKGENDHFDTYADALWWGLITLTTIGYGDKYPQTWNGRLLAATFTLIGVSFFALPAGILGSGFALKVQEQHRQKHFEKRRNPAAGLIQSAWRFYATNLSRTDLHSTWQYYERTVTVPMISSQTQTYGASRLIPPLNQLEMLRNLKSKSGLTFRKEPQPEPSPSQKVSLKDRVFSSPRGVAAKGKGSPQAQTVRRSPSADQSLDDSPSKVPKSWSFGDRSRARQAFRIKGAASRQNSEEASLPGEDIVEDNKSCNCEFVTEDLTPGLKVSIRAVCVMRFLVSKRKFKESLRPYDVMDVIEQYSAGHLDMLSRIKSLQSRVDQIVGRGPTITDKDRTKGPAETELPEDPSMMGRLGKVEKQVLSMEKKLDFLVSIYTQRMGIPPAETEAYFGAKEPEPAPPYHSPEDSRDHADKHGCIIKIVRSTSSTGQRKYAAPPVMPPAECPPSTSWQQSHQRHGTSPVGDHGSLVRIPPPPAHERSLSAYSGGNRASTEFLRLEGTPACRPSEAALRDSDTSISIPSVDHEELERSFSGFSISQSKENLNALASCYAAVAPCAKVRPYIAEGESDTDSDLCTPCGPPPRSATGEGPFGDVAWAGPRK
Kir21 inh: Kir2.1 (mouse) channel inhibition. P35561. HEK293-Kir2.1, FluxOR thallium flux fluorescence; stronger effect = lower value. B-score at 10 µM. 310,000 tested, 0.85% active. AID 1672;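 active means fluorescence ratio B-score at or below minus 3 SD of library scores, with starting-brightness B-score within 2 SD, cut at about -4.2 in these data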;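 further: channel flux triggered by added potassium and thallium sulfate stimulus; B-score of peak minus minimum fluorescence over baseline after thallium stimulus; more negative B-score means stronger Kir2.1 block with less thallium influx; some compounds called inactive have numbers as strong as hits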
Numbers without * were called inactive; i = inactive.

SMILES	KCNQ2 inh	Kir21 inh
Cc1ccc(CN2CCC(C(=O)Nc3ccc(Oc4cccnc4)cc3)CC2)cc1	i	-4.79*
CS(=O)(=O)N1CCc2cc(NC(=O)c3ccc(Cl)cc3Cl)ccc21	i	-1.87
CCCCOc1ccc(C(=O)NCCc2cccs2)cc1	i	1.66
CCOC(=O)C1CCN(S(=O)(=O)c2ccc(-n3cnnn3)c(C)c2)CC1	i	0.85
COc1ccc(CCNC(=O)NC(C(F)(F)F)C(F)(F)F)cc1OC	i	2.24
CCN1C(=O)CSc2ccc(C(=O)NCc3ccc(OC)cc3)cc21	i	-8.94*
COc1ccc(CN=C(N)N=C(N)N)cc1Cl	i	1.54
Nn1c(SCC(=O)Nc2ccccc2Br)nnc1-c1ccco1	i	2.1
COc1ccc(-c2oc3ncnc(NCCCN4CCOCC4)c3c2-c2ccc(OC)cc2)cc1	i	0.41
N#CC1=C(N)OC2=C(C(=O)CCC2)C1c1ccoc1 (stereo not drawn)	i	1.18
CCOc1ccc2nc3ccc4[nH]onc4c3c2c1	i	-0.02
O=C(COC(=O)COc1ccc(Cl)cc1)NC1CCCCC1	i	1.87
CC1(C)CC(=O)C(/C=N/n2c(C(F)(F)F)nc3ccccc3c2=O)=C(O)C1	i	-0.38
O=C(Nc1ccc(NC(=O)c2ccco2)cc1)c1ccc2c(c1)OCO2	i	-0.45
CCN(CC(=O)Nc1ccccc1C(F)(F)F)C(=O)CCOc1ccc(C)cc1	i	-1.48
CCOC(=O)N1CCN(C(=O)c2cn(C)c(=O)c3c2c2ccccc2n3C)CC1	i	0.44
c1cnc(SCCOc2cccc3ccccc23)nc1	i	0.17
Cc1ccccc1C(=O)NC1CCN(C(=O)NC2CCCCC2)CC1	i	0.91
Cc1nc2cc(Cl)ccc2n1CCO	i	0.3
Cc1cc(=O)oc2cc(OCC(=O)NCCCN3CCOCC3)c(Cl)cc12	i	0.9
CC(CCc1ccccc1)NC(=O)c1cc2sccc2n1C (stereo not drawn)	i	-1.07
CCOC(=O)c1c(S(=O)(=O)NCC(=O)Nc2cccc(C)c2)c(C)n(C)c1C	i	-0.65
CCN(CCCNC(=O)CCn1c(=O)[nH]c2ccsc2c1=O)c1ccccc1	i	1.57
O=C(COc1cccc2c1CCN(Cc1ccccc1F)C2=O)N1CCCCC1	i	1.08
O=C(Cn1cnc2c(nnn2Cc2ccc(F)cc2)c1=O)Nc1cccc(F)c1	i	0.13

Exported with the structure last: part of the list above.
KCNQ2 inh	Kir21 inh	Molecule
i	1.87	O=C(COC(=O)COc1ccc(Cl)cc1)NC1CCCCC1
i	-0.38	CC1(C)CC(=O)C(/C=N/n2c(C(F)(F)F)nc3ccccc3c2=O)=C(O)C1
i	-0.45	O=C(Nc1ccc(NC(=O)c2ccco2)cc1)c1ccc2c(c1)OCO2
i	-1.48	CCN(CC(=O)Nc1ccccc1C(F)(F)F)C(=O)CCOc1ccc(C)cc1

Later entries:
SMILES	KCNQ2 inh	Kir21 inh
O=C1CC(c2ccccc2)CN1S(=O)(=O)c1ccccc1 (stereo not drawn)	i	-0.42
O=C(C1=C(O)C(=O)N(CCCN2CCOCC2)C1c1ccccn1)c1cc2ccccc2o1 (stereo not drawn)	i	0.09
COc1ccc(Cn2cccc(NC(=O)Nc3ccc(F)cc3)c2=O)cc1	i	-0.81
Oc1ccccc1OCc1nc2ccccc2s1	i	-1.41
Cc1ccc2nc(SCC(=O)c3ccc4c(c3)OCO4)[nH]c2c1	i	-0.17
O=c1cc(CN2CCN(S(=O)(=O)c3ccccc3)CC2)nc2sccn12	i	0.34
CN(C(=O)CSc1nc(-c2ccc(C(C)(C)C)cc2)c(C#N)c(=O)[nH]1)C1CCCCC1	i	1.04
CCN(CC)S(=O)(=O)c1ccc(OC)c(NC(=O)Cc2cccs2)c1	i	0.58
Nc1c(C(=O)Nc2ccc(S(=O)(=O)N3CCCC3)cc2)sc2nc3ccc(OC(F)(F)F)cc3cc12	i	-0.02
COc1cccc(CN(C)c2nc(-c3cccs3)nc3ccccc23)c1	i	-0.54
CCCCc1ccc(/C=C2\C(=O)ON=C2c2ccccc2)s1	i	0.57
CCOc1ccc(CCNC(=O)CCS(=O)(=O)c2ccc(C)cc2)cc1OCC	i	-0.45
O=C(Nc1ncc(Cc2ccc(SC(F)F)cc2)s1)c1ccccc1	i	-0.1
CS(=O)(=O)CCC(C(=O)n1nnc2ccccc21)N1C(=O)c2ccccc2C1=O (stereo not drawn)	i	0.6
Cc1nc(-c2ccc(C(=O)O)cc2)cs1	i	1.22
CCOc1ccc(-c2nc(CS(=O)(=O)CC(=O)NCc3ccc(F)cc3)c(C)o2)cc1	i	-0.72
CCOC(=O)c1cn(Cc2ccc(Br)cc2)nn1	i	0.62
C/C(=N/NS(=O)(=O)c1ccc(Cl)cc1)c1cccc(NC(=O)c2ccc(Cl)cc2Cl)c1	i	1.8
Cc1nn(Cc2ccccc2)c(Cl)c1C(=O)NCc1ccc(C)n1C	i	-1.2
O=C(COC(=O)Cn1cnc2ccccc21)NCc1ccc(F)cc1	i	0.82
COc1cccc(/C=C2\SC(=S)N(C(C)C(=O)NC3C=CS(=O)(=O)C3)C2=O)c1 (stereo not drawn)	i	2.52
O=C(O)c1ccccc1NC(=O)C(Cc1ccccc1)N1C(=O)c2ccccc2C1=O (stereo not drawn)	i	0.9
Cc1ccc(C)c(-c2csc(NC(=O)C3=COCCO3)n2)c1	i	0.04
COc1ccccc1C(=O)NC(CCSC)C(=O)NC1CCCCCC1 (stereo not drawn)	i	-0.02
Cc1ccc(CNC(=O)CN(c2ccc(C(C)C)cc2)S(=O)(=O)c2c(C)noc2C)cc1	i	-0.83

A different layout for four compounds above:
COc1cccc(/C=C2\SC(=S)N(C(C)C(=O)NC3C=CS(=O)(=O)C3)C2=O)c1 (stereo not drawn)
  KCNQ2 inh: i; Kir21 inh: 2.52
O=C(O)c1ccccc1NC(=O)C(Cc1ccccc1)N1C(=O)c2ccccc2C1=O (stereo not drawn)
  KCNQ2 inh: i; Kir21 inh: 0.9
Cc1ccc(C)c(-c2csc(NC(=O)C3=COCCO3)n2)c1
  KCNQ2 inh: i; Kir21 inh: 0.04
COc1ccccc1C(=O)NC(CCSC)C(=O)NC1CCCCCC1 (stereo not drawn)
  KCNQ2 inh: i; Kir21 inh: -0.02

Following part.
SMILES	KCNQ2 inh	Kir21 inh
CC(=O)N1CCN(c2ccc(NC(=O)/C=C/c3ccccc3)cc2)CC1	i	-0.64
CCN1CCN(C(=S)c2ccc(OCC(=O)NCc3ccccc3)cc2)CC1	i	1.24
CCN1CCN(c2nc(Nc3cc(OC)ccc3OC)nc(Nc3cc(OC)ccc3OC)n2)CC1	i	-1.39
CCOc1ccc2nc(SCC(=O)c3cccs3)sc2c1	i	-0.87
Cn1cc(/C=N/NC(=O)COc2ccccc2[N+](=O)[O-])c2ccccc21	i	0.53
Oc1ccc2cc(Br)ccc2c1CN1CCCC1	i	-1.37
COCCCn1c(SCC(=O)Nc2ccc(NC(=O)c3ccco3)c(OC)c2)nc2ccccc2c1=O	i	0.18
COc1ccc(CC(C)Nc2ccccc2F)cc1 (stereo not drawn)	i	-0.01
Cc1ccc(NC2=C(Cl)C(=O)OC2OC(C)C)cc1 (stereo not drawn)	i	-0.22
Cc1ccc(Cl)cc1NC(=O)C(=O)N/N=C/c1ccc2c(c1)OCO2	i	1.06
COC(=O)C1=C(C)N=C2SCCC(=O)N2C1c1cc(Br)ccc1OC (stereo not drawn)	i	-0.29
CC1CCCC(C)N1C(=O)CNCc1ccc2c(c1)OCO2 (stereo not drawn)	i	-1.74
CC1CCC/C=C/C(=O)c2c(O)cc(O)cc2CC(=O)O1 (stereo not drawn)	i	-1.02
O=C(c1cc(COc2ccc(F)cc2Cl)on1)N1CCCCCC1	i	-0.78
COc1ccc(N(C)C(=O)c2cc3c(s2)-c2ccc(Cl)cc2S(=O)(=O)C3)c(OC)c1	i	-1.53
COc1cccc(NS(=O)(=O)c2c(C)n(C)c(=O)n(C)c2=O)c1	i	-1.13
CCCCCN(C(=O)CCC(=O)OCC(=O)N1CCCC(C)C1)c1c(N)n(CCCC)c(=O)[nH]c1=O (stereo not drawn)	i	0.25
CC1(C)NC(=O)N(CC(O)CN2C(=O)CCC2=O)C1=O (stereo not drawn)	i	-2.09
O=c1[nH]c(Cc2ccc(F)cc2)nc2scc(-c3ccc(F)cc3)c12	i	-0.46
CCCn1c(N)c(N2CCCCC2)c(=O)n(CC(=O)Nc2ccc(OC(F)(F)F)cc2)c1=O	i	0.91
Nc1cc(N)nc(SCCOc2ccccc2F)n1	i	0.07
S=C1NC2=C(CCCC2=C2SCCCS2)C(c2ccccc2)N1 (stereo not drawn)	i	-2.77
O=C(NCc1ccco1)C(=O)NCC1OCCCN1S(=O)(=O)c1ccc(F)cc1 (stereo not drawn)	i	0.23
CC1CN(C(C)C)C(C)CC1OC(=O)c1ccccc1 (stereo not drawn)	i	-0.79
CCc1ccc(-n2c(=S)sc3c(=O)n(-c4ccccc4OC)c(=S)[nH]c32)cc1	i	0.37

Further structures follow.
SMILES	KCNQ2 inh	Kir21 inh
COc1ccccc1C(=O)C1CCCN(C(=O)C2=CC(=O)CC(C)(C)O2)C1 (stereo not drawn)	i	0.77
O=C(Nc1ccccc1)c1cc2ccccc2o1	i	-1.45
Cc1cccc(NC(=O)CSc2n[nH]c(-c3ccncc3)n2)c1C	i	-0.52
CN(C)c1ncc(S(=O)(=O)c2ccc(Cl)cc2)c(-c2ccccc2)n1	i	-0.67
O=C1NC(Cc2c[nH]c3ccccc23)C(=O)N1CCOc1ccccc1 (stereo not drawn)	i	-0.35
O=C(NCc1ccc(Cl)cc1)NCC(F)(F)F	i	-0.07
O=C(Cn1c(=O)oc2cc(S(=O)(=O)N3CCCCCC3)ccc21)NC1CCCCCCC1	i	0.35
CCC(=O)c1ccc(OCC(O)Cn2nc(C)c(Br)c2C)cc1 (stereo not drawn)	i	-1.49
Cc1ccccc1C(=O)Nc1ccc(C(=O)NNC(=O)CCCOc2ccc(Cl)cc2Cl)cc1	i	-0.52
CCCc1cc(=O)[nH]c(SCc2csc(-c3ccccc3)n2)n1	i	0.01
O=S(=O)(NCCc1ccncc1)c1ccccc1	i	-0.02
COc1cc(NC(=O)c2cccc(C)c2)c(Cl)cc1[N+](=O)[O-]	i	-1.94
CC1CCCCC1NC(=O)c1ccc(S(=O)(=O)NNC(=O)c2ccncc2)cc1 (stereo not drawn)	i	0.61
CCCCn1c(N)c(N(Cc2ccccc2OC)C(=O)C2=COCCO2)c(=O)[nH]c1=O	i	1.12
Cc1ccc(C(=O)NNC(=S)Nc2cccc(Cl)c2Cl)cc1[N+](=O)[O-]	i	-1.7
Nc1nc(SCC(=O)NCC2CCCO2)[nH]c(=O)c1NC(=O)c1ccco1 (stereo not drawn)	i	-1.51
CC(NC(=O)NC12CC3CC(CC(C3)C1)C2)C1CCCO1 (stereo not drawn)	i	-0.84
CCOC(=O)c1cccc(N2C(=O)C3C(C(=O)NC4CC4)C4(C)C=CC3(O4)C2C(=O)NC(C)(C)C)c1 (stereo not drawn)	i	2.69
CCCCC(=O)N/N=C(\C)CC(=O)Nc1cc(Cl)ccc1OC	i	-0.64
CC1CCC(C(C)C)C(OCC(O)CNC(C)(C)C)C1 (stereo not drawn)	i	-2.13
COc1ccccc1-n1c(=S)[nH]c2c(sc(=S)n2-c2ccccc2)c1=O	i	-0.75
COc1ccccc1CN1CCNC(=O)C1CC(=O)N(C)CC1CCOCC1 (stereo not drawn)	i	1.06
CC(=O)NC(=S)Nc1ccc(-c2nc3ccc(C)cc3s2)cc1	i	-0.82
CC(=O)NCCCCCCNC(C)=O	i	2.14
COc1ccc(C(=O)NCCc2c[nH]c3ccccc23)cc1OC	i	-0.93

(list continues)
SMILES	KCNQ2 inh	Kir21 inh
COCc1cc(C)nc(SCC[N+](C)(C)CC(=O)c2ccc(Br)cc2)c1C#N	i	2.33
O=C(NNC(=O)c1ccccc1F)c1ccc(-n2cncn2)c([N+](=O)[O-])c1	i	2.28
CC(C)c1onc(C(=O)N(C)C2CCCCC2)c1[N+](=O)[O-]	i	-1.59
CC1CCCN(c2nc3nonc3nc2Nc2ccccc2F)C1 (stereo not drawn)	i	2.19
COc1cc(-c2noc(CCC(=O)NC3CCCC3)n2)cc(OC)c1OC	i	-2.2
Cc1ccc(NC(=O)CSc2nnc(-c3ccc(S(=O)(=O)N4CCOCC4)cc3)n2C)cc1	i	-0.13
COc1ccc(OC)c(Nc2nc3ccc(C)cc3n3cnnc23)c1	i	-1.08
NC(=O)CC(NC(=O)c1ccccc1)c1ccc(N2CCC(Cc3ccccc3)CC2)c([N+](=O)[O-])c1 (stereo not drawn)	i	-2.07
CC1(C)CC(=O)C=C(Nc2ccc(OCC(F)(F)C(F)F)cc2)C1	i	-0.21
O=S(=O)(Nc1ccc(-c2cn3cccnc3n2)cc1)c1ccccc1	i	-1.09
C=CC(O)(C#CCN(CC)CC)c1ccccc1 (stereo not drawn)	i	-0.75
COCCn1cnc2c1c(=O)n(Cc1ccc(C#N)cc1)c(=O)n2Cc1ccccc1	i	-0.53
COCc1cc(C)nc(SCC(=O)Nc2ccc(N3CCOCC3)cc2)c1C#N	i	1.05
Cc1cccc(OCc2nnc(SCC(=O)N3c4ccccc4Sc4ccc(Cl)cc43)o2)c1	i	0.52
Cc1nc2c(cnn2-c2ccccc2Cl)c(=O)n1-c1ccc(C(C)C)cc1	i	-0.24
COc1ccccc1-c1nc2n(n1)C(c1ccccc1Cl)C(C(N)=O)=C(C)N2 (stereo not drawn)	i	-0.97
N#CC1=C(N)N(c2ccccc2)C(c2ccccc2)C1(C#N)C#N (stereo not drawn)	i	-2.03
